High-throughput results: PubChem, National Center for Advancing Translational Sciences (NCATS)
TDP43 rescue: inhibitors of TDP-43 toxicity in yeast. TDP-43 expressing yeast growth rescue, BacTiter-Glo, 24 h. Potency, µM (highest dose often 46.1 µM), inactives show top-dose growth rescue (activation), actives largely listed as activators. 1.8% of 410,000 active. AID 652104; further: % of control where 0% means no effect; nearly all actives have a fitted effect of over 50% in size
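Luminescence from BacTiter-Glo reports growth of TDP-43-expressing yeast after 24 hr at 30 deg C with compound. Cells were raffinose-pregrown to mid-log, then seeded in galactose medium at OD600=0.02.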
KB-3-1 tox: KB-3-1 parental cell cytotoxicity; KB-3-1 viability, CellTiter-Glo ATP luminescence, 72 h; Potency, µM (doses to about 46.1 µM), for inactives: at the highest dose activity change, negative = cytotoxic, most hits filed as cytotoxic; 1.4% of 400,000 active; further: on the % scale 0 is the no-effect control and ±100 the full control effect; nearly all actives have a fitted effect of over 60% in size
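Luminescent ATP read-out (CellTiter-Glo) measures survival of drug-naive KB-3-1 cells after 72 h compound exposure at 37 °C. Titration series was screened from lowest to highest concentration, with DMSO vehicle plates as background controls.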
GLP1R inv ag: acts as inverse agonist at human GLP-1 receptor | P43220 | HEK293 GLP-1R CRE-luciferase, luminescence, 24 h; GLP-1R form is constitutively active | Potency, µM (doses to about 38.3 µM), inactives show at the top dose activity change, negative = inhibition, actives largely listed as inhibitors | 1.6% of 410,000 active; further: on the % scale 0 is the no-effect control and ±100 the full control effect; nearly all actives have a fitted effect of over 55% in size
Target sequence (P43220 whole entry, looked up): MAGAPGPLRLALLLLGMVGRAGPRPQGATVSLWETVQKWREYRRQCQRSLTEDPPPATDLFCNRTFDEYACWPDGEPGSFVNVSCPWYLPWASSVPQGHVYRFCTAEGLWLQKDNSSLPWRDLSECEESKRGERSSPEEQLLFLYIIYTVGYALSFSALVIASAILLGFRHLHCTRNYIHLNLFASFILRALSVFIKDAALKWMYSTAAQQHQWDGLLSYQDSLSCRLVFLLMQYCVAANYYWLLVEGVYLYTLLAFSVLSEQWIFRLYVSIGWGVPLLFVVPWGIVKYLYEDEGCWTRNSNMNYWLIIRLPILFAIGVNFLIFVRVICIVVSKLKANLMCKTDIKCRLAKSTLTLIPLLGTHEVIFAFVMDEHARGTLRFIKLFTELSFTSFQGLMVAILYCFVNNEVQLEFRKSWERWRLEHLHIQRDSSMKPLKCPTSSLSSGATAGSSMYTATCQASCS
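Using stably transfected HEK293 (constitutively active GLP-1R, cAMP-luciferase reporter), compounds were incubated 24 hr and luciferase measured by luminescence.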
SW480 rerep: inducers of DNA re-replication in SW480 colon cancer cells | Potency, µM (doses to about 46.1 µM), for the others: at the top dose re-replication activation, usual class: activators | SW480 DNA re-replication, Hoechst DNA content imaging, 48 h | 1.8% of 340,000 active; further: % of control where 0% means no effect; nearly all actives have a fitted effect of over 55% in size
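Image-based DNA-content assay: after two days of treatment, nuclei were labelled with the DNA dye Hoechst and imaged, and hits were compounds raising the count of nuclei showing high fluorescence intensity.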
GLP-1R agonist: activates the human GLP-1 receptor; HEK293 GLP-1R CRE-luciferase, luminescence, 4-6 h; cells express a hypersensitive GLP-1R form; P43220; Potency, µM (highest dose often 45.6 µM), for inactives: top-dose activation, most hits filed as activators; AID 624172; 0.007% of 380,000 active; further: % of control where 0% means no effect
HT1080 IDH1KD tx: kills HT-1080 cells with IDH1 knockdown | HT-1080 IDH1 knockdown viability, ATP luminescence, 48 h | Potency, µM (top dose mostly 46.1 µM), for the others: at the highest dose activity, negative = toxicity, most hits filed as cytotoxic | 2% of 360,000 active;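 further: 0% = DMSO wells and -100% = cell-free medium wells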
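IDH1KD HT-1080 cells, 750/well, RPMI + 5% FBS; compound pinned after 2 h settling; 48 h, 37 °C; CellTiter-Glo luminescence; % activity normalised to DMSO and no-cell wells; curves fitted, classed by r2 and efficacy.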
KB-V1 cytotox: kills drug-selected multidrug resistant KB-V1 cells. AID 1347076. Potency, µM (titrated, usually from 46.1 µM), without a hit: top-dose activity change, negative = cytotoxicity, hits mostly cytotoxic. KB-V1 MDR cells viability, CellTiter-Glo, 72 h. 3.4% of 400,000 active; further: on the % scale 0 is the no-effect control and ±100 the full control effect; nearly all actives have a fitted effect of over 60% in size
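KB-V1 cells (P-gp-expressing MDR subline of KB-3-1) in phenol-red-free DMEM with 10% FBS were exposed to library compounds over a concentration series for 72 h at 37 degrees C. Viability read by CellTiter-Glo luminescence; concentration-effect curves fitted after normalization.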
HEK293 tox: cytotoxicity counter-screen for GLP-1 receptor inverse agonists | HEK293 cAMP-luciferase reporter cells, luminescence, 24 h | Potency, µM (titrated, usually from 38.3 µM), inactives show top-dose activity change, negative = inhibition, actives largely listed as inhibitors | 0.13% of 410,000 active | AID 624418;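 further: loss of luciferase light is scored as toxicity; on the % scale 0 is the no-effect control and ±100 the full control effect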
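Step one: seed cells (200 cells/uL, DMEM with 10% Nu serum, 1% pen-strep). Step two: 12-hour incubation at 37 deg C. Step three: pin 23 nL compound, incubate 24 hr. Step four: add luciferase reagent, read luminescence 12 min later.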
HT1080-NT tox: kills 2HG-producing HT-1080-NT fibrosarcoma cells | HT-1080-NT fibrosarcoma viability, CellTiter-Glo ATP luminescence, 48 h | AID 686970 | Potency, µM (titrated, usually from 46.1 µM), without a hit: top-dose activity, negative = less viability, actives largely listed as cytotoxic | 1.6% of 360,000 active;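 further: NT is the 2HG producing partner of a matched IDH1 knockdown line; 0% = DMSO-treated cells and -100% = media-only wells without cells; nearly all actives have a fitted effect of over 55% in size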
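Fibrosarcoma NT cells, 750 per well in 5% FBS RPMI, were exposed to compound for 48 hours. Viability: CellTiter-Glo luminescence.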
Active calls of the source: *; ? = inconclusive; nt = not tested or not shown; & = joins results of further samples; [ ] = remark or other dose. The call rests on the fitted dose curve; in most records, active means well fitted curve in the direction sought with a large enough effect; inconclusive means small, poorly fitted or top-dose-only effect, or another doubt; inactive means no such curve, though single readings can be large; an effect the other way counts as inactive or inconclusive. Potency means the concentration at half of the fitted maximal effect. Rows are unselected; overall some 9.4% were active at least once.

Start of the listing, in advance (2 entries):
SMILES	TDP43 rescue	KB-3-1 tox	GLP1R inv ag	SW480 rerep	GLP-1R agonist	HT1080 IDH1KD tx	KB-V1 cytotox	HEK293 tox	HT1080-NT tox
COc1ccccc1CNS(=O)(=O)c1cc2c3c(c1)C(C)C(=O)N3CCC2 (centres undefined)	6%	-13%	-16%	?	5%	-2%	-4%	-30%	-6%
O=C1OCC(CO)(CO)N=C1NNc1ccccc1[N+](=O)[O-]	13%	-7%	?	-3%	-3%	?	2%	3%	-17%

Main list (from the top)
SMILES	TDP43 rescue	KB-3-1 tox	GLP1R inv ag	SW480 rerep	GLP-1R agonist	HT1080 IDH1KD tx	KB-V1 cytotox	HEK293 tox	HT1080-NT tox
COc1ccccc1CNS(=O)(=O)c1cc2c3c(c1)C(C)C(=O)N3CCC2 (centres undefined)	6%	-13%	-16%	?	5%	-2%	-4%	-30%	-6%
O=C1OCC(CO)(CO)N=C1NNc1ccccc1[N+](=O)[O-]	13%	-7%	?	-3%	-3%	?	2%	3%	-17%
CCC(C)(NC(=O)c1ccccn1)C(=O)NC1CCCC1 (centres undefined)	-15%	1%	-11%	-1%	2%	13%	-7%	7%	9%
Clc1cccc(-c2nnc(SCc3nc4ccccc4[nH]3)n2Cc2ccco2)c1	2%	0%	0%	6%	12%	-27%	?	-3%	-8%
CC(c1nc2ccccc2[nH]1)N(C(=O)C1=NNC(=O)CC1)c1ccccc1 (centres undefined)	4%	0%	-1%	nt	-5%	4%	14%	5%	6%
COc1ccc(C(=O)n2nc(C)cc2Nc2ccccc2)cc1	35µM*	0%	?	-6%	-4%	-13%	-4%	-8%	-13%
COc1ccc(N2C(=O)C3C(C2=O)C3(c2ccccc2)c2ccccc2)cc1 (centres undefined)	9%	10%	?	-2%	4%	-18%	-1%	-17%	-15%
Cc1nnc(SCC(=O)NCc2ccccc2)s1	16%	-1%	10%	0%	-2%	9%	-2%	-4%	1%
COc1ccc(-n2cccc2/C=C2\C(=N)N3N=C(C(C)C)SC3=NC2=O)cc1	?	?	-17%	-45%	6%	-7%	6%	?	-1%
COCCCNC(=O)CS(=O)Cc1nc(-c2cccc(C)c2)oc1C (centres undefined)	21%	5%	9%	nt	nt	nt	-1%	-2%	nt
CC(C)n1c(SCC(=O)Nc2nncs2)nnc1-c1ccco1	-15%	17%	27%	1%	1%	23%	-10%	-6%	0%
CCCC1O[C@@H]2C[C@H]3[C@@H]4CCC5=CC(=O)C=C[C@]5(C)[C@H]4[C@@H](O)C[C@]3(C)[C@]2(C(=O)CO)O1 (some centres undefined)	17%	0%	?	-27%	1%	9%	-10%	-1%	-3%
COc1cccc(C2CC(c3cccs3)=NN2C(=O)CSc2nc3ccccc3s2)c1OC (centres undefined)	20%	?	?	?	-4%	2%	12µM*	-17%	10%
CCOC(=O)N1CCN(C(=O)c2ccc(Cn3c(=S)[nH]c4cc(OCC)c(OCC)cc4c3=O)cc2)CC1	-19%	-18%	-11%[0.307 µM]	-2%	-3%	14%	0%	-8%[0.307 µM]	15%
COc1ccccc1NC(=O)C1=C(C)Nc2nnnn2C1c1ccncc1 (centres undefined)	1%	12%	-7%	-4%	-13%	-16%	10%	8%	-12%
CCOc1cc(/C=N/NC(=O)c2nnn(-c3nonc3N)c2C)ccc1OCc1ccc(C)cc1	16%	8%	-12%	nt	8%	5%	-4%	1%	-2%
COc1ccc(C(=O)NC2CCc3ccccc32)cc1OC1CCN(C(C)=O)CC1 (centres undefined)	0%	nt	15%	-5%	4%	2%	nt	-4%	0%
C[C@@H]1CN([C@@H](C)CO)C(=O)CCCn2nncc2CO[C@@H]1CN(C)C(=O)NC1CCCCC1	?	17%	11%	nt	0%	11%	19%	-19%	1%
COc1ccc(NC(=O)c2ccc(CNc3c(NC4CCCCC4)c(=O)c3=O)cc2)c(OC)c1	-8%&-9%	16%&-23%	22%&17%	-7%&0%	-1%&1%	-3%&-9%	?	-13%&1%	7%&1%
COc1ccc(Oc2cnc3ccccc3n2)cc1	9%	2%	?	22%	0%	0%	-2%	0%	-1%
CCc1ccccc1NC(=O)c1nnn(Cc2ccc(Cl)cc2)c1N	17%	-2%	9%	nt	nt	nt	-4%	-5%	nt
COc1ccc(CC(=O)OCc2nnc(-c3ccccc3)o2)cc1	27%	0%	10%	0%	4%	8%	0%	-3%	6%
COc1ccc(NC(=O)c2ccc3nc[nH]c3c2)cc1	7%	-4%	9%	0%	-3%	1%	-3%	-9%	-2%
COc1ccc(S(=O)(=O)N2CCC(C(=O)NC(c3nc4ccccc4[nH]3)C(C)C)CC2)cc1 (centres undefined)	13%	8%	-6%	9%	4%	10%	0%	7%	7%
COc1ccc(/C(O)=C2/C(=O)C(=O)N(c3ccccn3)C2c2ccc(F)cc2)cc1 (centres undefined)	-26%	-11%	13%	24%	28%	11%	?	0%	8%
O=C(CSc1nc2ccccc2[nH]1)NCCN1CCCCC1	-16%	-3%	0%	0%	1%	15%	4%	2%	11%
CC1(C)Cc2c(cnn2-c2cccc(F)c2)C(NC(=O)C2CCOCC2)C1 (centres undefined)	2%	-4%	10%	-37%[inhibitor]	3%	4%	?	7%	4%
Cc1nn(-c2ccc(F)cc2F)c2c1-c1nc(N3CCCC3)ncc1CC2	?	?	-5%	-4%	20%	-17%	-24%	2%	-3%
CC1CCc2c(C(=O)N3CCN(S(=O)(=O)c4cccs4)CC3)csc2C1 (centres undefined)	26%	3%	-14%	-1%	4%	-25%	?	-8%	-8%
CC(=O)c1cccc(NC(=O)c2cc(C(C)C)on2)c1	?	14%	-7%	-2%	-5%	15%	6%	1%	15%
Cc1cc(C(=O)CN2C(=O)c3ccccc3S2(=O)=O)c(C)n1CC1CCCO1 (centres undefined)	8%	6%	?	-2%	-11%	8%	3%	-8%	11%
Cn1c(=O)c2c(nc(N3CCN(c4ccc([N+](=O)[O-])cc4)CC3)n2C)n(C)c1=O	-22%	-4%	-3%	12%	7%	10%	?	0%	6%
COc1cccc(CNC(=O)c2ccc(C(=O)NCc3cccc(OC)c3)cc2)c1	-5%	13%	3%	-3%	6%	?	-12%	-1%	-26%
CC(C)CNS(=O)(=O)c1cc2c3c(c1)CCC(=O)N3CCC2	14%	2%	17%	26%	3%	1%	-18%	6%	-10%
C[C@@H]1c2ccccc2N2C[C@H](Cc3ccc(C(=O)c4ccccc4)cc3)C[C@@H]12	27%	-14%	-33%	nt	4%	-4%	?	7%	-1%
CCC(=O)N(CC)C1=C(O)c2ccccc2C(=O)C1=O	?	-4%	3%	?	-2%	?	1%	48%[activator]	-14%
CCCCN(C(=O)CC1OC(=O)c2ccccc21)c1c(N)n(CCCC)c(=O)[nH]c1=O (centres undefined)	23%	-6%	12%	-4%	-2%	16%	-4%	-9%	10%
COc1cccc(N(CC(=O)NC(C)(C)C)C(=O)C2CSC(=O)C2)c1 (centres undefined)	-26%	-13%	-19%	-8%	-6%	-7%	0%	-19%	0%
Cc1ccc(C)c(NC(=O)CN(C)C(=O)[C@@H](NC(=O)c2ccc(C(C)(C)C)cc2)C(C)C)c1	0%	-11%	-11%	?	-2%	-19%	?	2%[1.53 µM]	0%
O=C1CCCCN1CCC(=O)N1CCCC(Nc2ccccc2)C1 (centres undefined)	15%	-2%	-34%	3%	4%	4%	-2%	-1%	5%
Cc1nc2ccccc2c(=O)n1NC(=O)c1ccc(Cl)c([N+](=O)[O-])c1	5%	17%	5%	15%	-5%	?	27%	-19%	?
COc1ccc(NC(=O)c2cc(C)cc(C)c2)cc1[N+](=O)[O-]	-6%[0.397 µM]	?	?	3%	23%	1%	17%	-18%	0%
CCOC(=O)c1ccccc1NC(=O)c1cn(-c2ccc(C)c(C)c2)c(=O)c2ccccc12	-8%	-22%	5%	?	2%	-2%	?	5%	-4%
Cc1ccc(-n2nc3c(=O)n(CCCC(=O)NC4CCC(C)CC4)nc(C)c3c2C)cc1 (centres undefined)	-2%	-12%	-27%	0%	-1%	1%	-7%	4%	1%
Cc1cccc(OC(C)C(=O)Nc2ncn[nH]2)c1 (centres undefined)	22%	3%	-5%	nt	nt	nt	15%	-4%	nt
N#CC(=C1C=CC(=NO)C(Cl)=C1)c1ccccc1	7.1µM*	6.5µM*	-23%	nt	-3%	5.8µM*	?	-9%	7.3µM*
Cc1cc(C(F)F)nn1CC(=O)NCc1ccco1	-1%	2%	25%	-10%	-13%	15%	0%	4%	9%
Cc1oc(C(=O)O)cc1COc1cccc2ccccc12	32µM*	5%	15%	?	-1%	0%	0%	11%	5%
NC(=O)c1sc2nc3c(c(-c4cccs4)c2c1N)CCCCC3	13%	2%	?	?	-11%	-20%	0%	41%[activator]	-6%
Cn1ncc(Cl)c1C(=O)Nc1ccc(Cl)cn1	15%	4%	1%	-11%	-3%	8%	-18%	5%	11%
CN(C)CCCN(Cc1ccccc1)C(=S)NCc1ccccc1	-12%	-6%	?	-52%[inhibitor]	6%	-8%	-20%	3%	-1%
COc1ccc(NC(=O)CSc2nc(-c3ccccc3)nc3c2Cc2c(CO)cnc(C)c2O3)cc1Cl	14%	16%	1%	nt	nt	nt	24%	2%	nt
Cn1c(=O)c(-c2ccccc2)nn2c3ccccc3nc12	16%	0%	3%	2%[9.22 µM]	-6%	-7%	-10%	5%	-20%
CN(C)CCNC(=S)Nc1ccc(Br)cc1	-12%	9%	-4%	1%	1%	10%	0%	15%	16%
Cc1cccn2c(=O)c(C(=O)NCCc3ccc(Cl)cc3)cnc12	21%	-7%	-3%	nt	nt	nt	-9%	0%	nt
COc1cccc(C(=O)Nc2ccccc2-c2nnc(-c3ccc(C(C)(C)C)cc3)o2)c1	1%	10%	-12%	nt	-8%	nt	?	0%	nt
c1ccc(SCCOCCN2CCc3ccccc3C2)cc1	-18%	9%	?	1%	5%	-7%	1%	1%	-8%
